# AI-2 QS mod: modulators of Vibrio harveyi AI-2 quorum sensing system; Vibrio harveyi JMH597 AI-2 luminescence/OD600 ratio, 9 h; active compounds read low; strain lacks LuxN and CqsS sensors; 0 = neutral-control median; activity change, % at 7.5 µM; 300,000 tested, 0.4% active; in the data active means activity change below about -75%, passing the limit was not always enough; inconclusive means no clear call, values can overlap the other calls;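 further: luminescence divided by OD600 gain over 9 h not by final OD600 alone; inactives centre near 13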
# HSF1 activator: increases HSF-1 driven luciferase reporter signal; activation, % at 9 µM; 300,000 tested, 1.7% active; AID 504408; NIH3T3-HGL HSF-1 luciferase reporter, MG132, 8 h; 100% = twice DMSO control signal;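 active means mean replicate activation of at least 50% with a set share of replicates each reaching 50%; inconclusive means only one of those two conditions met; inactive means mean below 50% and too few replicates reaching it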;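 further: 0% = median of the neutral control wells and 100% = twice that signal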
# IEC-6 cytotox: IEC-6 cytotoxicity, counter-screen for KLF5 inhibitors. luminescence viability. inhibition, % at 5 µM. 290,000 tested, 0.78% active. AID 1825; in the data active means inhibition above about 22%;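 further: 0% = plate median of test compound wells and 100% = cytotoxic reference compound wells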
# Platelet DG rel: modulates dense granule release in human platelets | human platelet-rich plasma, SFLLRN dense granule ATP release, luminescence | inhibition, %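 (compounds screened at 7.5 µM in platelet-rich plasma)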 | 300,000 tested, 0.22% active | AID 1663;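 active means mean replicate score, as percent of positive control, at or above 50; inconclusive means mean below 50 but at least one replicate at or above 50; inactive means mean and every replicate below 50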
# aSyn 5UTR inh: MLPCN primary screen, SNCA 5' untranslated region | 300,000 tested, 0.82% active | inhibition, % (tested at 7.5 µM) | alpha-synuclein 5'UTR reporter, inhibitor activity; in the data active means inhibition above about 60%; inconclusive means no clear call, values can overlap the other calls;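 further: H4 neuroglioblastoma cells stably carrying SNCA 5'UTR luciferase fusion; 0% = DMSO wells and 100% = positive control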
# HSP90 refold inh: inhibitors of HSP90 luciferase refolding in rabbit reticulocyte lysate. luciferase refolding luminescence, 3 h. inhibition, % at 5.6 µM. 290,000 tested, 0.91% active. AID 1789;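 active means inhibition above the screen-wide mean plus 3 SD, computed separately per campaign, cut at about 16% in these data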;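 further: 0% = DMSO wells and 100% = 60 µM geldanamycin wells; inhibitors lower the luminescence because luciferase stays unfolded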
# HIF act: HIF pathway transcriptional activation; 300,000 tested, 0.32% active; AID 1910; activation, % at 7.5 µM (by protocol); U2OS HRE-luciferase reporter, luminescence; normalized: DMSO 0%, desferrioxamine 100%;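 active means mean activation of at least 10% of the iron chelator positive control signal, with at least half of replicates also reaching 10%; inconclusive means mean and replicate majority disagree about reaching 10%; inactive means mean and most replicates under 10%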
# HSF1 inhib: HSF1 inhibition; NIH3T3-HGL HSE-luciferase, MG132-induced, luminescence 8 h; active compounds read low; activity change, negative = inhibition, % at 7.5 µM (by protocol); 300,000 tested, 0.77% active; AID 2098;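 active means more than half of replicate wells show activity change below -50%, luminescence cut by over half; inconclusive means some wells, but at most half, below -50%; inactive means no replicate well below -50%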;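 further: luciferase reports HSF-1 transcriptional activity via heat shock element; 0% = median of DMSO wells and -100% = zero luminescence signal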
# HDAC3 inh: inhibitors of human histone deacetylase 3 | inhibition, % at 8.3 µM | recombinant HDAC3, fluorogenic peptide/trypsin coupled, fluorescence | AID 2718 | 320,000 tested, 0.15% active; in the data active means inhibition above about 26%, passing the limit was not always enough; inconclusive means no clear call, values can overlap the other calls
# Target sequence (O15379 whole entry, looked up): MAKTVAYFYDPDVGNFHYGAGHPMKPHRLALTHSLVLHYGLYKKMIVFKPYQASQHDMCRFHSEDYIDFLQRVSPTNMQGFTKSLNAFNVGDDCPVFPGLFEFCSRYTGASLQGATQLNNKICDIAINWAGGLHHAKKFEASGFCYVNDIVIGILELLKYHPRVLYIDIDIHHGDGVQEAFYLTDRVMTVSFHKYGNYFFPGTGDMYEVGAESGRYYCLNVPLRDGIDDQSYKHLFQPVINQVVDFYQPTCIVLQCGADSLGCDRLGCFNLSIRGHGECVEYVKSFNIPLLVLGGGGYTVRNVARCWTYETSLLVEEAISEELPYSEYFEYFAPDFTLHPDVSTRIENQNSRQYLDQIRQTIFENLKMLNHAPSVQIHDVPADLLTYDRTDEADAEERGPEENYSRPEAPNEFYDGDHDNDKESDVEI
# KLF5 inhibitor: inhibitors of KLF5 expression; DLD-1 KLF5 promoter-luciferase reporter, luminescence; inhibition, % at 5 µM; 290,000 tested, 0.23% active; AID 1700;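 active means inhibition above a per-plate limit of that plate's mean compound inhibition plus 3 SD, cut at about 60% in these data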;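 further: 0% = DMSO wells and 100% = LY294002 at 200 µM; higher means less KLF5 promoter-driven luciferase light; inactives centre near -14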
# Active calls of the source: *; ? = inconclusive; . = not tested or not shown.
SMILES,AI-2 QS mod,HSF1 activator,IEC-6 cytotox,Platelet DG rel,aSyn 5UTR inh,HSP90 refold inh,HIF act,HSF1 inhib,HDAC3 inh,KLF5 inhibitor
CCCN1CCOC(CC(=O)Nc2ccc([N+](=O)[O-])cc2)C1=O (stereo not drawn),17,-4,-8,4,14,3,-0.4,-4,4,-9
Cc1cc(OCC(=O)NC(C)C)ccc1Cl,8,6,0,3,-22,-2,0.4,1,4,-60
Cc1ccc(O)c(C(=O)c2cnc3c(c2)CN(CCC(C)C)C(=O)N3)c1,30,120*,1,4,26,1,-2.2,94,1,-21
CCN(CC)S(=O)(=O)c1ccc(C(=O)NCCc2ccccn2)cc1,9,6,2,-1,-35,0,0.3,1,-10,-26
C#CCOc1nc(OCC#C)nc(OCC#C)n1,3,-17,-2,1,19,0,-0.5,-5,-2,-17
CCc1c(C)nc(SC(C(=O)O)c2ccccc2)c(C#N)c1C (stereo not drawn),31,-2,-7,-7,21,2,-1.6,-3,-1,-35
COC(=O)c1scc(C)c1NC(=O)c1cccc(C#N)c1,28,-6,-2,-4,-8,-3,-0.4,-2,8,-39
CC(NC(=O)Cc1ccsc1)c1ccc(F)cc1 (stereo not drawn),.,7,4,2,-5,-3,-3.6,13,2,-25
COCc1cc(C)n(CC(=O)OC)c(=O)c1C#N,-3,-5,-7,-4,22,-3,0.0,-5,0,-1
CCC1(C)OC(=O)N2CCc3c(C)[nH]c4c(C)ccc(c34)C21C (stereo not drawn),10,-3,14,0,22,4,-0.2,6,.,-19
O=C(Nc1ccc2c(c1)OCO2)N1CCN(Cc2ccco2)CC1,12,24,-7,5,-27,4,0.5,4,?,-22
CC(/C=C/c1ccc2c(c1)OCO2)=N/NC(=O)C1COc2ccccc2O1 (stereo not drawn),38,-4,-2,5,-14,-7,0.6,0,3,-17
COC(=O)c1scc(C)c1NC(=O)Nc1ccccc1,10,26,6,3,7,1,-0.2,-1,-5,5
O=C(NC(NC(=S)Nc1c(Cl)cccc1Cl)C(Cl)(Cl)Cl)OCc1ccccc1 (stereo not drawn),15,.,-3,-6,-15,0,.,.,.,-12
Cc1ccc(OC(=O)NC2CCS(=O)(=O)C2)cc1C (stereo not drawn),10,42,1,-1,-122,4,1.7,22,0,-2
Cc1nnc(SCC(=O)NNC(=O)c2ccco2)n1-c1cccc(Cl)c1,16,-1,14,4,-6,7,0.0,-5,-1,-31
Cc1ccc2c(c1)C(O)(CC(=O)/C=C/C=C/c1ccccc1)C(=O)N2 (stereo not drawn),18,12,-5,-6,-112,0,1.1,6,8,-34
COc1ccc2oc(N)c(C=O)c(=O)c2c1,7,-4,-1,15,-8,2,0.0,4,0,-5
Cc1ccc([N+](=O)[O-])cc1NC(=O)c1c(-c2ccccc2)noc1C,38,-21,1,4,-5,3,-0.1,-2,2,-13
Cc1ccc(S(=O)(=O)N2CCCCC2)cc1C(=O)c1nccn1C,14,7,3,9,1,1,0.1,-2,3,-21
COc1ccccc1CNC(=O)CN(C)S(=O)(=O)c1ccc2c(c1)c(=O)n(C)c(=O)n2C,22,3,2,-3,7,-3,.,-2,-12,-9
COc1ccc(S(=O)(=O)N2CCCCC2)cc1C(=O)N1CCCCCC1,11,-4,-7,-5,-16,-6,0.9,-2,0,-20
O=C(NCc1ccccc1)c1cc(S(=O)(=O)N2CCCCC2)ccc1N1CCOCC1,13,-9,-4,1,29,-1,-0.5,-2,5,-30
C/C=C/c1ccccc1OCc1ccc(C(=O)OC)o1,4,13,1,-13,-17,-2,0.2,5,17,-45
Cc1onc(-c2ccccc2)c1C(=O)NNC(=S)NC(=O)c1ccc2c(c1)OCO2,94,4,-9,-1,-10,1,-0.2,0,4,-21
NC(=O)Nc1cccc2ccccc12,2,-10,4,-14,-25,2,-0.7,-4,-9,14
CCn1c(=O)c2c3c(sc2n2cnnc12)CCC3,19,-68,0,-4,10,2,-0.1,-58*,-2,-18
O=C(CSc1nc2ccccc2c(=O)[nH]1)c1cccs1,33,27,4,-1,-24,0,-0.8,13,0,-38
N#C/C(=C(/O)c1ccc([N+](=O)[O-])cc1)c1nnc2n1CCCCC2,10,3,1,-2,-14,-4,1.3,-4,-4,5
COc1ccc(SC[C@H](CC(C)C)N2CCN(C)CCC2=O)cc1,4,2,.,1,-86,.,2.5,14,-1,.

# Reprinted at random: two compounds from above.
SMILES,AI-2 QS mod,HSF1 activator,IEC-6 cytotox,Platelet DG rel,aSyn 5UTR inh,HSP90 refold inh,HIF act,HSF1 inhib,HDAC3 inh,KLF5 inhibitor
COc1ccccc1CNC(=O)CN(C)S(=O)(=O)c1ccc2c(c1)c(=O)n(C)c(=O)n2C,22,3,2,-3,7,-3,.,-2,-12,-9
NC(=O)Nc1cccc2ccccc12,2,-10,4,-14,-25,2,-0.7,-4,-9,14

# Following part.
SMILES,AI-2 QS mod,HSF1 activator,IEC-6 cytotox,Platelet DG rel,aSyn 5UTR inh,HSP90 refold inh,HIF act,HSF1 inhib,HDAC3 inh,KLF5 inhibitor
CC(=O)c1c(N2CCN(c3ccc(F)cc3)CC2)nc(=S)n(Cc2ccccc2)c1C,0,-15,-4,7,33,-2,-0.2,0,-7,6
Cc1cccc(OCC(=O)NCC(=O)n2nc(C)cc2C)c1,-21,-8,-1,-3,-10,-1,1.5,3,-1,-5
Clc1ccc(-c2nc3ccccn3c2CN2CCCCC2)cc1,35,52*,6,4,-101,2,-0.3,24,-7,-28
Cc1ccccc1NC(=S)Nc1ccc2[nH]c(=O)[nH]c2c1,4,7,-3,5,13,0,0.2,4,-1,17
Cn1c(CN2CCN(CC#N)CC2)c(C#N)c2ccccc21,8,-7,2,4,6,0,0.9,5,-5,-7
COc1cc(CCC(=O)OCC(=O)N(CCC#N)c2ccccc2)cc(OC)c1OC,19,-8,-3,1,7,2,0.4,-6,-5,-28
CCc1ccc(Nc2c([N+](=O)[O-])c(=O)oc3ccccc23)cc1,24,-15,-2,3,-15,-2,-0.3,0,8,-12
COc1ccc(C2C3=C(CC(C)(C)CC3=O)Oc3ncn(CCO)c(=N)c32)cc1OC (stereo not drawn),26,-11,-5,-10,-7,0,0.0,0,2,-17
O=C(Cn1cnc2c(oc3nc4c(cc32)CCCC4)c1=O)Nc1cccc(Cl)c1,0,9,2,0,66*,4,0.1,11,-5,6
Cc1c(C(=O)O)c(=S)sn1CCOc1ccccc1,21,3,0,-8,24,0,-0.4,-3,.,-13
COC(=O)c1sc2nc(SCC(=O)N(C)c3ccccc3)n(N)c(=O)c2c1C,12,9,3,1,16,5,-0.2,-5,-6,4
COc1ccc2oc(C(=O)N(C)CCOc3ccc(Cl)cc3)c(C)c2c1,13,-2,-3,13,5,-2,-0.4,0,0,-48
c1ccc2[nH]c(CN3CCCCC3)nc2c1,14,-17,2,-2,19,1,-0.1,-7,4,-12
O=S(=O)(NCC1OCCc2ccccc21)c1ccccc1 (stereo not drawn),9,14,-5,-2,-6,-1,0.3,0,-6,-41
Cc1ccc(C(=O)Nn2c(N)c(S(=O)(=O)c3ccc(C)cc3)c3nc4ccccc4nc32)cc1,-1,9,3,-4,28,6,0.9,3,-18,-9
COc1cc(/C=C/C(=O)O)cc(OC)c1,20,7,-3,0,15,-1,0.0,-6,-9,-14
Cc1c(Cl)cnc(NC(=O)COC(=O)c2ccc(S(=O)(=O)NCc3ccco3)cc2)c1Cl,30,10,-9,7,-24,3,-0.4,-1,4,-4
CC1CCC(=O)N(CCOc2ccccc2)CC1 (stereo not drawn),16,15,6,7,-80,-4,2.3,1,1,-26
COC(CN(C)S(=O)(=O)c1cc2c3c(c1)CCC(=O)N3CCC2)OC,5,10,3,-9,-8,-3,0.1,3,5,-28
CN(C)c1ccc(NC(=O)c2sc(SCC(=O)Nc3nccs3)nc2N)cc1,16,32,-9,1,-156,-2,3.2,17,-3,-74
O=C(NCC(=O)N(Cc1ccc(F)cc1)C(C(=O)NCC1CCCO1)c1ccccc1)c1ccco1 (stereo not drawn),12,-11,2,1,14,1,-0.8,-7,-2,-5
COC(=O)c1sccc1NC(=O)c1ccc(Br)s1,5,23,6,0,-67,0,0.3,-8,-2,9
CN1C(=O)NC(c2ccccc2[N+](=O)[O-])C2=C1CC(C)(C)CC2=O (stereo not drawn),4,0,-6,-4,20,-1,-0.6,5,-10,-16
CC(=O)N/C(=C\c1ccccc1)C(=O)OCC(=O)N(CC(C)C)c1c(N)n(Cc2ccccc2)c(=O)[nH]c1=O,.,-6,.,-14,0,.,-0.9,-3,4,.
COc1cccc(C(C)NC(=O)Nc2ccccc2Cl)c1 (stereo not drawn),16,1,7,7,-6,-1,0.1,-4,3,-15
COc1ccccc1OCCSc1ncnc2nc[nH]c12,3,-6,1,-2,0,3,-0.2,1,-5,-1
COC(=O)CNC(=O)c1ccc(NS(=O)(=O)c2cc([N+](=O)[O-])ccc2Cl)cc1,13,9,5,-11,1,3,-0.2,-11,5,-15
CCc1c(C)nc(SCC(=O)N2CCN(c3ccccc3)CC2)[nH]c1=O,29,26,-8,-5,4,-2,-0.1,6,-2,-40
COc1cccc(N=Nc2c(N)[nH]n3c(=O)cc(-c4ccccc4)nc23)c1,-4,-19,0,-30,2,1,-0.2,-1,2,-14
CCC(Cc1ccccc1)NC(=O)CCNS(=O)(=O)c1cc(Br)cnc1N (stereo not drawn),19,2,-3,0,15,-5,0.4,-1,4,-29
CCO[C@@H]1OC(C(=O)N2CCCCCCC2)=C[C@H](c2csc3ccccc23)[C@H]1CCCO,10,-1,1,7,19,5,0.0,-2,3,-4
COc1ccc(C(=O)NC2CC(C)(C)Cc3c2cnn3-c2ccccc2C)o1 (stereo not drawn),14,10,0,3,41,1,-0.3,3,-3,-20
Cc1ccc(S(=O)(=O)N2c3cc(C)ccc3OCC2C(C)(C)C)cc1 (stereo not drawn),17,13,0,3,6,-3,1.8,-11,-1,26
CCOc1ccccc1-n1c(N)c(C(N)=O)sc1=S,-13,3,-6,-10,-1,0,0.2,4,7,-1
COc1cc(NC(=O)c2cccnc2)c(Cl)cc1NC(=O)c1ccccc1,13,0,5,-1,-55,1,-0.7,-8,-1,-5
C#CCN1C(=O)C(O)(CC(=O)c2ccc(OC)c(OC)c2)c2ccccc21 (stereo not drawn),19,4,4,1,14,0,-0.4,3,2,-29
CC1(C)C(=O)OC(/C=C\c2ccccc2)C(C)(C)C1=O (stereo not drawn),10,-4,-7,1,-30,-2,0.3,-3,1,-18
O=c1[nH]c(SCc2cccc(Cl)c2)nc2ccccc12,14,-6,0,4,-7,-4,-0.3,7,3,-23
CCOC(=O)c1c(NC(=O)CSc2nncs2)sc(C)c1-c1ccccc1,8,30,8,-1,-17,0,-0.8,7,11,-10
Cc1noc(C)c1S(=O)(=O)N1CCCC(C(=O)N2CCN(C3CCCCC3)CC2)C1 (stereo not drawn),18,-4,2,-1,-9,-5,-0.1,-4,-5,7
Cc1nc2ccc(NC(=O)c3sccc3C)cc2s1,21,61*,3,10,-164,-2,2.3,30,6,-132
CCOc1ccc(N(CC(=O)NCc2ccc(OC)cc2)S(C)(=O)=O)cc1,14,7,1,3,-81,0,1.4,1,0,-57
COc1ccccc1NC(=O)Nc1ccc(Br)cn1,1,4,3,-12,-7,-5,0.4,4,0,-16
Cc1nc2ccccc2nc1CN1CCC(CO)(CC2CCCCO2)CC1 (stereo not drawn),33,2,4,-5,-11,-2,-0.3,-2,-15,-22

# Compound activity: PubChem, several laboratories
